Assay outcomes (PubChem)
Tau fil binding: qHTS Assay for Tau Filament Binding; Microtubule-associated protein tau (Homo sapiens), P10636; recombinant tau filaments, thioflavin S fluorescence, 15 h; filaments grown with octadecylsulfate alongside compound; Potency, µM (top dose mostly 57.1 µM), for the others: top-dose activity change, negative = inhibition; hit rate 2% among 71,000;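 further: potency means the concentration at half of the fitted maximal effect; on the % scale 0 is the no-effect control and ±100 the full control effect; actives lower thioflavin S fluorescence by blocking filaments or displacing dye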
Target sequence (P10636 whole entry, looked up): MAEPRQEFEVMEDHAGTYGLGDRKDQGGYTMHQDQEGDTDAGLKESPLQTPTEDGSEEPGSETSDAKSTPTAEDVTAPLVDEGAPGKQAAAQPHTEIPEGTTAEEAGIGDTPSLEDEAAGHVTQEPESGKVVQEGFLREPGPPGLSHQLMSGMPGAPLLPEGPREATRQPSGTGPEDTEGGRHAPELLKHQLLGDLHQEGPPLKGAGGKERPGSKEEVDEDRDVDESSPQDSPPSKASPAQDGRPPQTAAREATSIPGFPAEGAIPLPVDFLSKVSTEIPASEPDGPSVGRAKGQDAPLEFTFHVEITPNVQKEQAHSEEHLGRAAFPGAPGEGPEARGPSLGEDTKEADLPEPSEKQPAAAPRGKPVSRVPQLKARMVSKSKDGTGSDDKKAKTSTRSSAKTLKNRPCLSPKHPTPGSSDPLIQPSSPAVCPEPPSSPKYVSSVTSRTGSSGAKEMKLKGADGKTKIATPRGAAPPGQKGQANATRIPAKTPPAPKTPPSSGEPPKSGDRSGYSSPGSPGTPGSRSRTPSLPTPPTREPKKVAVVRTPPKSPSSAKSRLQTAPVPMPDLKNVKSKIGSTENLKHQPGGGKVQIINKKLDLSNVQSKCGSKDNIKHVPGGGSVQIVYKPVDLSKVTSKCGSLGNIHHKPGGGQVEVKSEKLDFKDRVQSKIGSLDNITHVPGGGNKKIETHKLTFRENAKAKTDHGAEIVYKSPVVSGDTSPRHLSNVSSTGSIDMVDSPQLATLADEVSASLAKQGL
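Thioflavine S fluorescence (ex 450, em 510 nm) reports filaments formed from 1 uM human tau plus 30 uM ODS over 15 h at 37 C (10 mM HEPES pH 7.4, 100 mM NaCl, 5 mM DTT); compounds displacing dye or blocking filaments lower signal.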
ERK AVP block: qHTS Assay for Inhibitors of the ERK Signaling Pathway using a Homogeneous Screening Assay; HEK293-V1b, vasopressin-stimulated pERK AlphaScreen; Potency, µM (series often up to 57.5 µM), for inactives: at the top dose activity, negative = inhibition, actives largely listed as inhibitors; hit rate 0.99% among 72,000; AID 995, 2007; further: potency means the concentration at half of the fitted maximal effect; on the % scale 0 is the no-effect control and ±100 the full control effect; nearly all actives have a fitted effect of over 55% in size
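qHTS, compounds titrated on V1b-expressing HEK293 cells. Preincubation 30 min at 37C, vasopressin 25 nM for 5 min, lysis 10 min, bead incubation 5 hr at room temperature.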
Texas Red fluor: qHTS Assay for Spectroscopic Profiling in Texas Red Spectral Region. max dye-equivalent concentration, M. AID 587, 2007. Compound fluorescence, Texas Red channel, 547/618 nm; stronger effect = higher value. hit rate 0.06% among 59,000; in the data active means max dye-equivalent concentration above about 10 nM; inconclusive means between about 1.1 nM and that limit
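Pin-transferred compounds and Texas Red standards go into 100 mM Tris buffer, pH 8.0. After 15 min at room temperature, plates are imaged with 547/618 nm filters. Each value is a dye-equivalent concentration derived from the per-plate dye curve.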
USP2a inhib: qHTS Assay for Inhibitors of Ubiquitin-specific Protease USP2a; AID 927, 2007; Potency, µM (highest dose often 38.3 µM), for inactives: at the highest dose activity change, negative = inhibition, actives largely listed as inhibitors; hit rate 0.1% among 60,000; USP2a enzymatic assay, qHTS inhibition; Ubiquitin carboxyl-terminal hydrolase 2 (Homo sapiens), O75604;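 further: potency means the concentration at half of the fitted maximal effect; nearly all actives have a fitted effect of over 60% in size; plate controls were DMSO for no effect and NEM full inhibition control for full effect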
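20 nM USP2 core + cpd, 30 min RT; add 20 nM Ub-PLA2/20 uM NBD C6-HPC; read Ex460/Em535 at 0 h and 2.5 h. Normalized to NEM; qHTS curve fit/classification.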
Caspase-7 inhib: qHTS Assay for Allosteric/Competitive Inhibitors of Caspase-7; P55210; recombinant caspase-7, Ac-DEVD-AFC fluorescence rate; Potency, µM (titrated, usually from 57.5 µM), without a hit: at the highest dose activity change, negative = inhibition, actives largely listed as inhibitors; hit rate 0.02% among 75,000; AID 889, 2007; active means well fitted inhibition curve with a large enough effect in the main read-out, with a control signal flat, not every such curve was filed as active; inconclusive means small, poorly fitted or top-dose-only effect, or a change in a side signal; further: potency means the concentration at half of the fitted maximal effect; % of control where 0% means no effect
Casp1 inh: qHTS Assay for Allosteric/Competitive Inhibitors of Caspase-1. Caspase-1 enzyme, Ac-WEHD-AFC fluorogenic rate. Potency, µM (highest dose often 57.5 µM), inactives show top-dose activity change, negative = inhibition, usual class: inhibitors. P29466. AID 900, 2007. hit rate 0.03% among 75,000;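 further: potency means the concentration at half of the fitted maximal effect; plate controls were vehicle for no effect and no substrate for full effect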
Luciferase inh: qHTS Assay for Inhibitors of Firefly Luciferase | AID 411, 2009 | Potency, µM (series often up to 57.1 µM), inactives show at the top dose activity change, negative = inhibition, actives largely listed as inhibitors | hit rate 2.2% among 72,000 | purified firefly luciferase, luminescence, 8 min; further: potency means the concentration at half of the fitted maximal effect; on the % scale 0 is the no-effect control and ±100 the full control effect; nearly all actives have a fitted effect of over 40% in size
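Substrate buffer containing 10 uM ATP (pH 7.2 imidazole, Mg2+, KCl, detergent, BSA) is dispensed, compound pinned in, then luciferase/luciferin detector mix added. After 8 min at ambient temperature, light output is measured.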
HEK293 cAMP ctrl: qHTS Assay for Agonists of the Thyroid Stimulating Hormone Receptor: Activators of Intracellular cAMP Concentrations in Parental HEK 293; parental HEK293 CNG cAMP sensor, membrane potential fluorescence; AID 938, 2007; Potency, µM (highest dose often 57.1 µM), for the others: at the highest dose activation, most hits filed as activators; hit rate 2.5% among 73,000; further: potency means the concentration at half of the fitted maximal effect; % of control where 0% means no effect; nearly all actives have a fitted effect of over 55% in size
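Counterscreen for endogenous-receptor signalling: CNG-channel HEK 293 cells report cAMP rise by membrane depolarization. After 60 min dye equilibration with 100 uM RO 20-1724, compounds incubated 30 min before bottom-read fluorescence at 590 nm.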
Rhodamine autofl: qHTS Assay for Spectroscopic Profiling in Rhodamine Spectral Region; max dye-equivalent concentration, M; Rhodamine-region fluorescence, 547/598 nm, Tris buffer; stronger effect = higher value; hit rate 0.05% among 59,000; AID 594, 2007; in the data active means max dye-equivalent concentration above about 11 nM; inconclusive means between about 1.1 nM and that limit
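Steps: pin-transfer compounds into pH 8.0 Tris (100 mM), hold 15 min at room temperature, image with a 547/598 nm filter pair, and convert intensities to rhodamine-equivalent concentration using a six-point on-plate rhodamine series.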
Fluorescein autfl: qHTS Assay for Spectroscopic Profiling in Fluorescein Spectral Region. Compound autofluorescence, 480/540 nm, fluorescein-equivalent; stronger effect = higher value. max fluorescein-equivalent concentration, M. hit rate 0.91% among 59,000. AID 593, 2007; in the data active means max fluorescein-equivalent concentration above about 10 nM; inconclusive means between about 1.1 nM and that limit
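Values reflect compound autofluorescence, normalized to fluorescein on the same plate and reported at each tested concentration. Conditions: 100 mM Tris pH 8.0, room temperature, 15 min, excitation 480 nm, emission 540 nm.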
HADH2 inh: qHTS Assay for Inhibitors of HADH2 (Hydroxyacyl-Coenzyme A Dehydrogenase, Type II); Potency, µM (top dose mostly 57.1 µM), for the others: at the top dose activity change, negative = inhibition, most hits filed as inhibitors; hit rate 3.4% among 73,000; 3-hydroxyacyl-CoA dehydrogenase type-2 (Homo sapiens), Q99714; recombinant HADH2, NADH fluorescence, beta-hydroxybutyryl-CoA; further: potency means the concentration at half of the fitted maximal effect; on the % scale 0 is the no-effect control and ±100 the full control effect; nearly all actives have a fitted effect of over 60% in size; many of its hits are not listed in these tables
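20 nM HADH2 + cpd, 15 min RT; add 1 mM NAD+/90 uM beta-hydroxybutyryl-CoA; kinetic fluorescence 360/450 nm, 4 min. Tris-HCl pH 9.0, 0.01% Tween-20.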
Active calls of the source: *; i = inactive; ? = inconclusive; nt = not tested or not shown; [ ] = dose if it differs, or a comment. Unless noted, the call rests on the fitted dose curve; in most records, active means well fitted curve in the direction sought with a large enough effect; inconclusive means small, poorly fitted or top-dose-only effect, or another doubt; inactive means no such curve, though single readings can be large; an effect the other way counts as inactive or inconclusive.

nr | smiles | ERK AVP block | Tau fil binding | Texas Red fluor | Luciferase inh | HADH2 inh | HEK293 cAMP ctrl | Casp1 inh | Caspase-7 inhib | Fluorescein autfl | USP2a inhib | Rhodamine autofl
1 | COc1cc(C)nc(NC(=O)COc2ccc(Cl)cc2C)n1 | -16% | 11% | ? | 0% | 14% | ? | -1% | 1% | i | 12% | i
2 | CC(C)=CC(=O)OCC(=O)NC(=O)NC(C)(C)C | 6% | -8% | ? | -39% | 17% | 7% | 2% | 8% | ? | -1% | i
3 | CCn1c(Cc2ccccc2)nnc1SCc1nc2ccccc2c(=O)[nH]1 | -9% | 4% | ? | -2% | 0% | 6% | 1% | 1% | ? | 2% | i
4 | CCOC(=O)c1c(C)c(C(=O)Nc2ccc3c(c2)OCCO3)c(C)n1C | -29% | -3% | i | -7% | 1% | 26% | -1% | -1% | i | 6% | i
5 | O=c1c(-c2ccccc2)n[nH]c2ccccc12 | -4% | -10% | i | 13µM* | 7% | 11% | -4% | -4% | i | -6% | i
6 | COc1ccc(S(=O)(=O)Nc2ccccc2C(F)(F)F)cc1 | 0% | 9% | i | -1% | -11% | 4% | 0% | 0% | ? | -2% | i
7 | COc1ccc(NC(=O)c2cc3n(n2)C(C(F)(F)F)CC(c2ccco2)N3)cc1 (configuration not stated) | -2% | 29% | ? | -5% | 3% | -1% | -1% | 0% | ? | 9% | i
8 | N#CCCN(C(=O)Nc1ccc(Cl)cc1)c1ccccc1 | -19% | -8% | i | 2% | 9% | 4% | 0% | 0% | i | 3% | i

As entered above.
ERK AVP block result of #4 reads -29%
USP2a inhib result of #2 reads -1%

Continued:
nr | smiles | ERK AVP block | Tau fil binding | Texas Red fluor | Luciferase inh | HADH2 inh | HEK293 cAMP ctrl | Casp1 inh | Caspase-7 inhib | Fluorescein autfl | USP2a inhib | Rhodamine autofl
9 | Cc1sc2ncnc(SC(C)C#N)c2c1C (configuration not stated) | -21% | -9% | i | 1% | 3% | 24% | 1% | 1% | ? | 3% | i
10 | CC1=Nn2c(nnc2-c2n[nH]c3c2CCC3)SC1 | -6% | -2% | ? | 2% | -1% | -2% | 1% | 1% | i | 7% | i
11 | CCOC(=O)C1CCN(c2c(NCCCN3CCN(Cc4ccccc4)CC3)c(=O)c2=O)CC1 | -14% | 2% | ? | 0% | -12% | 2% | -3% | -1% | ? | 6% | i
12 | Cc1ccc2c(c1)C(N1CCN(C)CC1)=Nc1cccnc1N2 | 0% | -23% | i | -3% | 7% | 9% | 2% | 1% | ? | 11% | i
13 | COc1cc(CC(=O)N2CCc3ccccc32)cc(OC)c1OC | -2% | 0% | ? | 2% | 0% | 8% | 0% | -5% | ? | 2% | i
14 | Cc1cccc(-n2cnc3c(c2=O)c2nc4ccccc4nc2n3Cc2ccco2)c1 | -23% | 13µM* | i | -13% | 94%[activator] | 27% | ? | -22% | i | 41%[activator] | i
15 | CCCCNc1cc(C)nc(NCc2ccccc2)n1 | ? | 39% | ? | -2% | -5% | 6.3µM* | -1% | -2% | i | 10% | i
16 | CCOc1ccc2ccccc2c1C(=O)N1CCOCC1 | -6% | 4% | i | -1% | -1% | 22% | 0% | 0% | i | -3% | i

The results go on.
nr | smiles | ERK AVP block | Tau fil binding | Texas Red fluor | Luciferase inh | HADH2 inh | HEK293 cAMP ctrl | Casp1 inh | Caspase-7 inhib | Fluorescein autfl | USP2a inhib | Rhodamine autofl
17 | CCCn1c(SCC(=O)NCCc2ccccc2)nnc1-c1ccccn1 | -12% | -16% | ? | 2% | 5% | 22% | 1% | 1% | i | nt | i
18 | COC1(C#CC2C=CC(OC(C)=O)C(COC(C)=O)O2)CCCCC1 (configuration not stated) | 16%[11.5 µM] | nt | nt | nt | -10%[11.4 µM] | 8%[11.4 µM] | -1%[11.5 µM] | 1%[11.5 µM] | nt | nt | nt
19 | O=C(NCCO)C1CCN(S(=O)(=O)c2ccc(F)cc2)CC1 | -3% | -1% | i | -30% | 17% | -8% | -1% | 0% | ? | -5% | i
20 | O=C(N1CCCCCC1)N1CCN(C(=O)N2CCOCC2)CC1 | -8% | 12% | ? | 2% | 9% | 0% | 0% | 0% | i | 7% | i
21 | Cc1ccc(Cn2c(SCC(C)C)nc3c2c(=O)n(C)c(=O)n3C)cc1 | 19% | 27% | ? | 0% | 5% | 25µM* | -6% | -2% | i | nt | i
22 | COc1ccc(C2C(C(=O)Nc3cccc(C)n3)c3ccccc3C(=O)N2C)cc1 (configuration not stated) | -17% | 5% | i | 1% | -11% | 21% | 3% | 1% | i | 3% | i
23 | COc1ccc(-c2nc(CSCC(=O)NCC3CCCO3)c(C)o2)cc1OC (configuration not stated) | 10% | 0% | i | 1% | ? | -1% | 1% | -1% | i | 0% | i
24 | O=C(CSc1nnnn1-c1ccc(F)cc1)NC1CCCCC1 | 3% | -3% | i | 1% | 6% | 21% | -1% | 0% | i | 5% | i

A second format for some results above:
[18] COC1(C#CC2C=CC(OC(C)=O)C(COC(C)=O)O2)CCCCC1 (configuration not stated)
  ERK AVP block = 16%[11.5 µM] | Tau fil binding = nt | Texas Red fluor = nt | Luciferase inh = nt | HADH2 inh = -10%[11.4 µM] | HEK293 cAMP ctrl = 8%[11.4 µM] | Casp1 inh = -1%[11.5 µM] | Caspase-7 inhib = 1%[11.5 µM] | Fluorescein autfl = nt | USP2a inhib = nt | Rhodamine autofl = nt

[23] COc1ccc(-c2nc(CSCC(=O)NCC3CCCO3)c(C)o2)cc1OC (configuration not stated)
  ERK AVP block = 10% | Tau fil binding = 0% | Texas Red fluor = i | Luciferase inh = 1% | HADH2 inh = ? | HEK293 cAMP ctrl = -1% | Casp1 inh = 1% | Caspase-7 inhib = -1% | Fluorescein autfl = i | USP2a inhib = 0% | Rhodamine autofl = i

[21] Cc1ccc(Cn2c(SCC(C)C)nc3c2c(=O)n(C)c(=O)n3C)cc1
  ERK AVP block = 19% | Tau fil binding = 27% | Texas Red fluor = ? | Luciferase inh = 0% | HADH2 inh = 5% | HEK293 cAMP ctrl = 25µM* | Casp1 inh = -6% | Caspase-7 inhib = -2% | Fluorescein autfl = i | USP2a inhib = nt | Rhodamine autofl = i

[20] O=C(N1CCCCCC1)N1CCN(C(=O)N2CCOCC2)CC1
  ERK AVP block = -8% | Tau fil binding = 12% | Texas Red fluor = ? | Luciferase inh = 2% | HADH2 inh = 9% | HEK293 cAMP ctrl = 0% | Casp1 inh = 0% | Caspase-7 inhib = 0% | Fluorescein autfl = i | USP2a inhib = 7% | Rhodamine autofl = i

These rows are one share of the data, so the mix of outcomes need not match the whole.
